# From PubChem BioAssay
# GLP1R inv ag: acts as inverse agonist at human GLP-1 receptor; P43220; Potency, µM (highest dose often 38.3 µM), without a hit: at the highest dose activity change, negative = inhibition, usual class: inhibitors; HEK293 GLP-1R CRE-luciferase, luminescence, 24 h; GLP-1R form is constitutively active; AID 624417; actives 1.6% (n = 410,000); also: % is scaled to controls: 0 for no effect and ±100 for the full control effect; nearly all actives have a fitted effect of over 55% in size
# Target sequence (P43220 whole entry, looked up): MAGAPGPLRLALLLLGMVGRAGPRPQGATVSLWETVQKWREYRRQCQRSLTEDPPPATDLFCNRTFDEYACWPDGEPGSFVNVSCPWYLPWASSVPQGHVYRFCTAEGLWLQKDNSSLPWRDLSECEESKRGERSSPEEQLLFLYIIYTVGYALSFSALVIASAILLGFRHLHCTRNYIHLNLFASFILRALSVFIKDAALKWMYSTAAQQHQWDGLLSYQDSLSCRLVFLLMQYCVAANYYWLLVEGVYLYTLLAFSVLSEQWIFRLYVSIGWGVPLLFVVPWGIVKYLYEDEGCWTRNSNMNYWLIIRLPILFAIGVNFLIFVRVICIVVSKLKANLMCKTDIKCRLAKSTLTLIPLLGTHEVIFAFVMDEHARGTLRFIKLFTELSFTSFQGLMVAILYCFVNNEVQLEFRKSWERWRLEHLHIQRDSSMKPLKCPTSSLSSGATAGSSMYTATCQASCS
#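 Seeding at 200 cells/uL, 12 h culture, 24 hr compound treatment, then luciferase reagent and a luminescence read; cells are HEK293 stably expressing a constitutively active GLP-1R plus cAMP-responsive luciferase.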
# KB-3-1 cytotox: kills parental KB-3-1 adenocarcinoma cells; KB-3-1 viability, CellTiter-Glo ATP luminescence, 72 h; Potency, µM (doses to about 46.1 µM), for inactives: at the top dose activity change, negative = cytotoxic, usual class: cytotoxic; actives 1.4% (n = 400,000); AID 1347075; also: % is scaled to controls: 0 for no effect and ±100 for the full control effect; nearly all actives have a fitted effect of over 60% in size
#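 72 h, 37 °C compound treatment of KB-3-1 parental cells; CellTiter-Glo added, 10 min, luminescence read. Data corrected against DMSO-only plates and normalized before curve fitting.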
# HT1080NT lethal: kills 2HG-producing HT-1080-NT fibrosarcoma cells. actives 1.6% (n = 360,000). Potency, µM (top dose mostly 46.1 µM), for inactives: at the top dose activity, negative = less viability, hits mostly cytotoxic. HT-1080-NT fibrosarcoma viability, CellTiter-Glo ATP luminescence, 48 h;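 also: NT is the 2HG producing partner of a matched IDH1 knockdown line; 0% = DMSO-treated cells and -100% = media-only wells without cells; nearly all actives have a fitted effect of over 55% in size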
#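 Viability of the 2HG-overproducing fibrosarcoma line after 48 hours of compound exposure at 37 degrees C was determined by luminescence with CellTiter-Glo, and concentration-effect curves were then fitted and categorized.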
# GLP1R ag: GLP-1 receptor (human) agonism; actives 0.007% (n = 380,000); HEK293 GLP-1R CRE-luciferase, luminescence, 4-6 h; cells express a hypersensitive GLP-1R form; Potency, µM (series often up to 45.6 µM), for the others: top-dose activation, hits mostly activators; also: % of control where 0% means no effect
# SW480 rerep: inducers of DNA re-replication in SW480 colon cancer cells | SW480 DNA re-replication, Hoechst DNA content imaging, 48 h | Potency, µM (highest dose often 46.1 µM), for inactives: top-dose re-replication activation, usual class: activators | actives 1.8% (n = 340,000) | AID 624297; also: % of control where 0% means no effect; nearly all actives have a fitted effect of over 55% in size
#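 DNA re-replication was detected as more nuclei of elevated Hoechst intensity after 48 hr exposure to compound (23 nL pinned per well of 250 cells).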
# TDP-43 yeast inh: inhibitors of TDP-43 toxicity in yeast. actives 1.8% (n = 410,000). Potency, µM (doses to about 46.1 µM), without a hit: top-dose growth rescue (activation), hits mostly activators. TDP-43 expressing yeast growth rescue, BacTiter-Glo, 24 h. AID 652104; also: % of control where 0% means no effect; nearly all actives have a fitted effect of over 50% in size
#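 Luminescence from BacTiter-Glo reports growth of TDP-43-expressing yeast after 24 hr at 30 deg C with compound. Cells were raffinose-pregrown to mid-log, then seeded in galactose medium at OD600=0.02.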
# HEK293 tox: cytotoxicity counter-screen for GLP-1 receptor inverse agonists; HEK293 cAMP-luciferase reporter cells, luminescence, 24 h; Potency, µM (doses to about 38.3 µM), without a hit: at the highest dose activity change, negative = inhibition, actives largely listed as inhibitors; actives 0.13% (n = 410,000); AID 624418;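 also: loss of luciferase light is scored as toxicity; % is scaled to controls: 0 for no effect and ±100 for the full control effect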
#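 MLSMR compounds, 24 hr on cells at 37 deg C/5% CO2; luminescence after luciferase reagent (12 min RT). Inhibition counted as the undesired cytotoxic outcome.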
# HT1080 IDH1KD tx: HT-1080 IDH1 knockdown cell toxicity (counter line). HT-1080 IDH1 knockdown viability, ATP luminescence, 48 h. Potency, µM (doses to about 46.1 µM), inactives show top-dose activity, negative = toxicity, most hits filed as cytotoxic. actives 2% (n = 360,000);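 also: 0% = DMSO wells and -100% = cell-free medium wells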
#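 IDH1KD HT-1080 cells, 750/well, RPMI + 5% FBS; compound pinned after 2 h settling; 48 h, 37 °C; CellTiter-Glo luminescence; % activity normalised to DMSO and no-cell wells; curves fitted, classed by r2 and efficacy.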
# KB-V1 MDR tox: KB-V1 MDR subline cytotoxicity | KB-V1 MDR cells viability, CellTiter-Glo, 72 h | Potency, µM (titrated, usually from 46.1 µM), without a hit: at the highest dose activity change, negative = cytotoxicity, usual class: cytotoxic | actives 3.4% (n = 400,000) | AID 1347076; also: % is scaled to controls: 0 for no effect and ±100 for the full control effect; nearly all actives have a fitted effect of over 60% in size
#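 Readout: CellTiter-Glo luminescence, 10 min after addition. Cells: KB-V1 MDR subline, 72 h at 37 degrees C with compound. Analysis: corrected, normalized data fitted to concentration-effect curves.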
# Starred values were filed as active, the others as inactive; ? = inconclusive; · = no result given; & = joins results of further samples; ! = not active in a repeat; [ ] = another dose, or the depositor's remark. Calls follow the shape of the dose curve; as a rule, active = well fitted curve in the direction sought with a large enough effect; inconclusive = small, poorly fitted or top-dose-only effect, or another doubt; inactive = no such curve, though single readings can be large; an effect the other way counts as inactive or inconclusive. Potency is read from the fitted curve at half-maximal effect. No enrichment for hits; about 9.4% have a hit in one of these screens.
SMILES,GLP1R inv ag,KB-3-1 cytotox,HT1080NT lethal,GLP1R ag,SW480 rerep,TDP-43 yeast inh,HEK293 tox,HT1080 IDH1KD tx,KB-V1 MDR tox
Cc1nn(C(=O)c2ccc(Cl)cc2)c(C)c1S(=O)(=O)N1CCOCC1,11%,4%,·,1%,·,14%,7%,·,30%
Cc1cc(NC(=O)c2cccc(N3C(=O)CCC3=O)c2)no1,10%,-12%,-24%,-2%,?,-40%[inhibitor],-4%,-1%[9.24 µM],22%
Cc1ccc(N=C2NC(=O)c3cc([N+](=O)[O-])ccc32)cc1,11%,9%,5%,3%,3%,?,-26%,4%,?
Cc1ccc(CN2CCC(C(=O)c3ccc(F)cc3)CC2)cc1,?,0%,-2%,5%,·,12%,7%,-7%,-24%
O=C(COC(=O)c1cc(S(=O)(=O)N2CCCCC2)ccc1N1CCOCC1)c1ccc(F)cc1,?,2%,0%,12%,-93%[inhibitor],-15%,2%,2%,-3%
Cc1cccc(NC(=O)CSc2nnc3c4ccccc4n(C)c3n2)c1,7%,-4%,·,1%,·,25%,-12%,·,-13%
CC(=O)Nc1ccc(NC(=O)COC(=O)c2ccco2)cc1,18%,9%,13%,7%,-38%[inhibitor],2%,2%,10%,18%
COc1cccc(CN(C(=O)COc2ccc(Cl)cc2)C2CCS(=O)(=O)C2)c1 (stereo not drawn),?,0%,-25%,7%,?,-3%,-5%,-6%,-14%
COc1ccc(C(=O)NCCn2cc(SCC(=O)NCCc3ccc(OC)c(OC)c3)c3ccccc32)cc1,-2%,-25%,·,1%,·,-7%,1%,·,-27%
N#CCCN(C(=O)COc1ccc(Br)cc1F)c1ccc(F)cc1,?,0%,-1%,5%,-60%[inhibitor],10%,-11%,3%,?
CCO[C@H]1OC(C(=O)NCc2nc3ccccc3[nH]2)=C[C@@H](c2ccc(C(F)(F)F)cc2)[C@@H]1CCCO,?,?,-19%,4%,?,-9%,-17%,-22%,-10%
Cc1ccc(N2C(S)=C(C#N)C(=O)NC2c2ccco2)cc1 (stereo not drawn),-5%,0%,?,0%,4%,9%,-32%,0%,2%
Cc1ccc(S(=O)(=O)n2nc(C)c(S(=O)(=O)N3CCCCCC3)c2C)cc1C,10%,-4%,·,-2%,·,23%,-4%,·,?
Cc1ccc(S(=O)(=O)N2CCCCC2)cc1NC(=O)c1cncc(Br)c1,2%,-8%,0%,-1%,-19%,-20%,20%,-25%,-1%
COc1ccc(NC(=O)C2=C(C)NC(=O)NC2c2ccccc2[N+](=O)[O-])cc1 (stereo not drawn),1%,2%,-4%,10%,-5%,-32%,14%,-2%,16%
Cc1ccc(C)c(N2CCN(C(=O)C3CCCN(S(=O)(=O)c4c(C)noc4C)C3)CC2)c1 (stereo not drawn),-8%,?,0%,3%,3%,?,-2%,-21%,-18%
CCSC1=C(C#N)C2(CCCCC2)C2=C(CC(C)(C)CC2=O)N1,?,2%,1%,7%,8%,-11%,4%,-16%,29%
NS(=O)(=O)c1ccc(S(=O)(=O)N2CCCC2)cc1,13%,-8%,12%,5%,-8%,-6%,0%,7%,-4%
Cc1cc(C)c(NC(=O)C[N+](C)(C)CC(O)COc2cccc3ccccc23)c(C)c1 (stereo not drawn),-11%,-6%,18µM*,6%,-26%,-23%,0%,?,14%
Cn1c(=O)[nH]c2cc(Cl)cnc21,8%,?,-5%,1%,?,9%,78%[activator],3%,-49%
COc1ccc(C2=Nn3c(nnc3-c3cc(C)[nH]n3)SC2)cc1,71%[activator],0%,5%,28%,-12%,3%,-8%,-26%,-1%
O=S(=O)(NCc1ccccn1)c1ccc(Cl)c(C(F)(F)F)c1,1%,14%,11%,0%,-13%,0%,6%,12%,-2%
CCOC(=O)c1c(NC(=O)CSc2cn(CCNC(=O)c3ccc(OCC)cc3)c3ccccc23)sc2c1CCCC2,?,-8%,·,1%,·,12%,-4%,·,3%
O=C(c1cc2cc(Cl)ccc2o1)N1CCCC1,11%,14%,3%,16%,-7%,0%,7%,12%,10%

# For convenience, 2 of the compounds above.
SMILES,GLP1R inv ag,KB-3-1 cytotox,HT1080NT lethal,GLP1R ag,SW480 rerep,TDP-43 yeast inh,HEK293 tox,HT1080 IDH1KD tx,KB-V1 MDR tox
CCOC(=O)c1c(NC(=O)CSc2cn(CCNC(=O)c3ccc(OCC)cc3)c3ccccc23)sc2c1CCCC2,?,-8%,·,1%,·,12%,-4%,·,3%
O=C(c1cc2cc(Cl)ccc2o1)N1CCCC1,11%,14%,3%,16%,-7%,0%,7%,12%,10%

# 3 records picked at random from the list so far, as already listed:
SMILES,GLP1R inv ag,KB-3-1 cytotox,HT1080NT lethal,GLP1R ag,SW480 rerep,TDP-43 yeast inh,HEK293 tox,HT1080 IDH1KD tx,KB-V1 MDR tox
Cc1ccc(C)c(N2CCN(C(=O)C3CCCN(S(=O)(=O)c4c(C)noc4C)C3)CC2)c1 (stereo not drawn),-8%,?,0%,3%,3%,?,-2%,-21%,-18%
Cc1ccc(S(=O)(=O)N2CCCCC2)cc1NC(=O)c1cncc(Br)c1,2%,-8%,0%,-1%,-19%,-20%,20%,-25%,-1%
NS(=O)(=O)c1ccc(S(=O)(=O)N2CCCC2)cc1,13%,-8%,12%,5%,-8%,-6%,0%,7%,-4%

# (continued)
SMILES,GLP1R inv ag,KB-3-1 cytotox,HT1080NT lethal,GLP1R ag,SW480 rerep,TDP-43 yeast inh,HEK293 tox,HT1080 IDH1KD tx,KB-V1 MDR tox
C(C#CCCCCCCCCC[n+]1ccccc1)#CCCCCCCCCC[n+]1ccccc1,?,3.7µM*!,8.2µM*,-2%&-4%,?,?,?,7.3µM*,-11%&-14%
CCn1cc(/C=N\NC(=O)C2(C)CC2(Cl)Cl)c(C)n1 (stereo not drawn),12%,0%,7%,2%,-11%,-9%,19%,0%,3%
O=C(CN1CCN(Cc2ccc3c(c2)OCO3)CC1)N1CCc2[nH]c3ccc(F)cc3c2C1,8.9µM*,?,?,-5%,1%[9.22 µM],-5%,-18%,?,?
CCC(C)NC(=O)c1c(F)c(F)c(F)c(F)c1F (stereo not drawn),-3%,12%,18%,2%,-7%,12%,-18%,4%,20%
COc1ccc(/C=C/C(=O)Nc2cc(S(=O)(=O)N3CCCCC3)ccc2N2CCCCC2)cc1OC,6%,4%,-5%,7%,-2%,15%,2%,-12%,-15%
O=C(Cn1c(CO)nc2ccccc21)Nc1cc(C(F)(F)F)ccc1N1CCOCC1,-13%,-7%,3%,-1%,5%,3%,-11%,12%,-4%
COc1cc(NC(=S)NC(=O)c2ccccc2F)ccc1NC(=O)c1cccs1,5%,-1%,1%,-1%,3%,4%,?,-1%,0%
O=C(NC1CCCCNC1=O)c1ccc(Cl)cc1 (stereo not drawn),17%,-1%,11%,3%,0%,13%,0%,2%,23%
O=C(CS(=O)(=O)c1ccc(Cl)cc1)N1CCN(c2ccccc2)CC1,10%,0%,0%,10%,·,?,-16%,4%,-10%
CC(C)OCCCNC(=O)CNC(=O)c1cccs1,0%,0%,6%,-7%,-4%,5%,-16%,-4%,6%
COC(=O)C/C=C/N(Cc1ccccc1OC)S(=O)(=O)CCl,10%,1%,5%,10%,-5%,17%,-1%,6%,19%
COc1ccc(C2C(C#N)=C(N)N(c3ccccc3C#N)C3=C2C(=O)CCC3)cc1CN1CCCC1 (stereo not drawn),5%,-3%,1%,1%,-10%,12%,-21%,-8%,-9%
O=C(NCCCN1CCOCC1)C(=O)N/N=C/c1ccccc1,10%,-19%,14%,0%,-7%,13%,13%,13%,-4%
Cc1ccc2c(C)c(C(=O)N3CCC(O)(c4ccccc4)CC3)oc2c1C,?,9%,-14%,11%,-9%,22µM*,2%,-24%,0%
CC(=O)c1c(C)n(-c2ccc(Cl)cc2)c2ccc(O)cc12,-18%,-5%,-2%,-1%,1%,-4%,2%,12%,-11%
CCC(C(=O)NC1CCCC1)N(C(=O)c1snc(C(N)=O)c1N)c1ccc(OC)cc1 (stereo not drawn),4%,-4%,-1%,2%,?,-4%,-4%,17%,-16%
CC(=O)c1cccc(NC(=O)CC2Oc3ccc(C)cc3NC2=O)c1 (stereo not drawn),-8%,2%,6%,-2%,-2%,5%,-16%,2%,-4%
COc1cc(C=O)ccc1OCCOCCOc1ccccc1Cl,4%,-5%,-4%,11%,-1%,?,-1%,7%,-20%
COC(=O)[C@@H]1C[C@@]2(O)[C@@H](O)[C@@H](O)[C@@H](O)C[C@H]2N1CC1CCCCC1,3%,1%,11%,4%,-26%[9.22 µM],19%,1%,8%,6%
Cc1cccc2c3c([nH]c12)CCN(C)C3,-4%,0%,9%,6%,1%,3%,0%,7%,14%
O=C(/C(=C/c1ccc(Cl)cc1)c1nc2ccccc2[nH]1)c1ccccc1,?,5.2µM*,2.9µM*,-18%,5.2µM*,?,-16%,4.1µM*,?
CCOC(=O)NN=C1c2ccccc2-c2ccccc21,6%,-4%,-9%,1%,1%,5µM*,6%,-19%,?
O=C(NCC1CCCN1S(=O)(=O)c1cccs1)C(=O)Nc1ccc(F)cc1 (stereo not drawn),5%,8%,13%,1%,-7%,21%,-1%,12%,?
CCCCCCn1nnc2sc(-c3ccccc3)cc2c1=O,17%,1%,·,·,·,-8%,1%,·,-1%
COc1cc(OC)c(-c2c3cc(O)c(=O)cc-3oc3cc(O)c(O)cc23)cc1OC,4.5µM*,-19%,?,-3%,5%,-34%[inhibitor],?,?,-9%
Cc1csc(SCC(=O)NCCc2ccc(Cl)cc2Cl)n1,?,8%,3%,16%,·,0%,-5%,5%,?
Cc1nc(S(=O)(=O)c2ccc(Cl)cc2)c(N(C)C)o1,21%,2%,14%,-8%,-25%,17%,7%,12%,-1%
CCS(=O)(=O)NCCc1csc(-c2ccccc2)n1,7%,-5%,-5%,2%,-10%,-7%,4%,-3%,-7%
Cc1ccc(OCc2nnc(SCc3nc4ccccc4[nH]3)n2Cc2ccco2)cc1,?,?,-26%,-1%,4%,?,-4%,-26%,?
Cc1ccc(N2OC3C(=O)NC(=O)C3C2c2ccco2)cc1 (stereo not drawn),17%,8%,3%,0%,-7%,-11%,4%,7%,?
Cc1cc(SCC(=O)c2cc3ccccc3o2)nc2ccccc12,93%[activator],13%,16%,4%,?,5%,37%[activator],-3%,-17%
